Dynein transport – blocks dynein driven cargo transport along microtubules | hit rate 0.47% among 220,000 | z-score, hits read low | 3617.4 mouse cells, GR-EGFP nuclear translocation imaging; test concentration mostly 20 µM; stimulated with dexamethasone, 1 µM; hits give low values | AID 1381;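 active means plate z-score of nuclear minus cytoplasmic receptor signal below a set negative limit, without overly bright fluorescence or cell loss, cut at about -3.5 in these data, passing the limit was not always enough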;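 further: z-score of nuclear minus cytoplasmic ring GR-EGFP intensity difference per well; some compounds called inactive have numbers as strong as hits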
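medium = tetracycline-free induction medium containing charcoal-stripped FBS | also added = 1.0 µM final dexamethasone stimulus | schedule = 48 h induction, 1 h compound, 30 min dex at 37 °C | technique = fixed, Hoechst-stained cells imaged at 10x for EGFP | measure = GR-EGFP nuclear translocation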
Autophagy HCS – autophagy modulation, high-content screen; MEF GFP-LC3 puncta imaging; test concentration mostly 10 µM; calls only at 10 µM (by protocol); hit rate 0.98% among 190,000; AID 463193;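 active means percentage of spot-positive cells more than 3 SD above its plate mean, without a fluorescence outlier flag or 80% toxicity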;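 further: spot-positive cell cutoff set from DMSO-treated cells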
Insulin prom up – MIN6 insulin promoter up-regulation; z-score at 5 µM; hit rate 0.3% among 190,000; MIN6 insulin promoter-GFP reporter, high-content imaging; hits give high values;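 active means z-score above 3 at 5 µM with at least 500 cells counted in the well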
Salmonella PhoP GFP – PhoP-dependent GFP reporter repression – Salmonella Typhimurium, primary screen (AID 1863). S. Typhimurium PhoP-regulated promoter GFP reporter, 4 h; higher % means a stronger effect. inhibition, % at 50 µM, or IC50 in µM where a hit was titrated. hit rate 0.16% among 300,000;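 active means inhibition over 29.93%, a cutoff 3 SD above the screen mean, later confirmed by dose response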;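 further: 0% = low Mg2+ inducing control and 100% = high Mg2+ repressing control; strong numbers were not always called active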
b-catenin transl – beta-catenin nuclear translocation modulation. HeLa beta-catenin nuclear translocation, immunofluorescence imaging. nuclear translocation activity, % at 5 µM. hit rate 0.3% among 190,000;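 active means nuclear translocation activity above 50% at 5 µM, with a well cell count of 50 or more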;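 further: per-cell ratio of nuclear to cytoplasmic median beta-catenin stain intensity; plate controls were DMSO negative control for no effect and GSK-3 inhibitor IX positive control for full effect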
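assay system = human HeLa cells, endogenous beta-catenin | times = compound treatment 24 h, 37°C, 5% CO2 | detection = Anti-beta-catenin immunofluorescence on PFA-fixed, Triton-permeabilized cells, DAPI nuclei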
T cell HTS – T cell immune modulators affecting CD8 T cell-vesicle binding; 2C CD8+ T cell-vesicle binding, flow cytometry; hits give low values; calls only at 7 µM; hit rate 0.068% among 330,000; AID 2052;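 active means response, share of CD8 T cells binding vesicles, and their 90th percentile fluorescence all below set limits, cut at about 80% in these data, passing the limit was not always enough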
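Assay system: 2C TCR transgenic mouse naive CD8+ T cells, MACS-purified | Read-out: CD8+ gate FL2 mean fluorescence as % of same-row positive control | Signal: High-throughput flow cytometry with anti-B7-1 and anti-CD8 staining | Timing: Binding step 1.5 h, 37 °C, antibody labelling 20 min, ice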
Lipid droplet – modulators of hepatic lipid droplet formation. AML12 mouse hepatocytes, oleate lipid droplets, BODIPY imaging. inhibition, % at 6.5 µM. hit rate 0.4% among 240,000. AID 1656;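 active means lipid droplet intensity inhibited by at least 50%, with more than 500 cells counted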
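material = mouse AML12 hepatocyte cell line, fixed after treatment | also added = 100 µM oleic acid challenge | doses = compound at 6.5 µM only | schedule = overnight exposure | technique = Image-based BODIPY and DAPI two-channel analysis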
MT stabilize HCS – microtubule stabilization, imaging screen. % tubulin-high responders, % at 10 µM. AID 2205. HeLa tubulin immunostaining HCS, 24 h; share of cells brighter than vehicle mean+2SD. hit rate 0.83% among 200,000;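 active means plate Z-score above 3 for both tubulin-high and condensed-nucleus cell shares, with cell loss under 80%, at 10 µM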;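 further: anti alpha tubulin signal scored within the nucleus-defined area of each cell; some results filed as inactive read as strong as hits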
ER stress rescue – protection against thapsigargin-triggered cell killing – 384-well, CSM14.1, ATP luminescence, primary screen (AID 1222). CSM14.1 thapsigargin-induced death rescue, ATP luminescence; higher % means a stronger effect. cellular ATP content (survival), % at 20 µM, or EC50 in µM where a hit was titrated. 190,000 tested, under 10 active;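 active means EC50 below 50 µM in the dose-response confirmation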;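 further: death triggered by thapsigargin at about 15 µM added after 2 h compound pretreatment; cell ATP read after overnight thapsigargin exposure of roughly 18 to 22 hours; normalized against plate controls of thapsigargin alone and 5% DMSO vehicle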
Dynein transport cytoplasmic EGFP – second read-out of Dynein transport, no call of its own (marks repeat the call); z-score; measured here: cytoplasmic GR-EGFP intensity; hits give high values
Dynein transport nuclear GR-EGFP – second read-out of Dynein transport, no call of its own (marks repeat the call); z-score; measured here: nuclear GR-EGFP intensity;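 lower value marks the stronger effect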
Dynein transport cell count – recorded beside Dynein transport, whose call it bears; z-score; measured here: cell count per field
Insulin prom up cell count – recorded beside Insulin prom up, whose call it bears; cell count; measured here: cytotoxicity, nuclei count;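 total cells summed across four imaged fields per well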
Lipid droplet cells 6.5 µM – second read-out of Lipid droplet, no call of its own (marks repeat the call); cell count; measured here: cell count, cytotoxicity flag;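 cells counted across two imaged fields per well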
b-catenin transl cell count 5 µM – second read-out of b-catenin transl, no call of its own (marks repeat the call); cell count; measured here: cell count, cytotoxicity flag
T cell HTS vesicle-bound % – recorded beside T cell HTS, whose call it bears; double positive events, %; measured here: CD8+ vesicle-bound cell fraction;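 binding gate set so that unloaded-vesicle control wells show 10% double positive cells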
MT stabilize HCS Hoechst-high % – further read-out of MT stabilize HCS, marked with its call; % Hoechst-high responders; measured here: nuclear condensation Hoechst responders;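 share of cells brighter than vehicle mean plus two SD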
MT stabilize HCS cytotoxicity % – second read-out of MT stabilize HCS, no call of its own (marks repeat the call); toxicity, %; measured here: cytotoxicity by cell density;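 0% = mean cell density of plate MIN control wells and 100% = no cells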
Autophagy HCS cell loss 18 h – second read-out of Autophagy HCS, no call of its own (marks repeat the call); toxicity, %; measured here: cell loss, nuclei count;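 cell loss after 18 h compound exposure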
* hit, by the source's call; i = inactive; . = not tested or not shown; & = joins results of further samples. An excerpt; count on the stated rates, not on these rows.

SMILES | Dynein transport | Dynein transport cytoplasmic EGFP | Dynein transport nuclear GR-EGFP | Dynein transport cell count | Autophagy HCS | Autophagy HCS cell loss 18 h | Insulin prom up | Insulin prom up cell count | Salmonella PhoP GFP | b-catenin transl | b-catenin transl cell count 5 µM | T cell HTS | T cell HTS vesicle-bound % | Lipid droplet | Lipid droplet cells 6.5 µM | MT stabilize HCS | MT stabilize HCS Hoechst-high % | MT stabilize HCS cytotoxicity % | ER stress rescue
CCCCn1c(C)c(C(=O)O)c2cc(OC)ccc21 | -0.031 | -0.33 | -0.1 | 0.13 | i | -48 | -0.09 | 1443 | -7% | -1.2 | 1462 | i | 12 | . | . | 1.9 | 2.2 | 18 | -1.3%
CN1CCN(c2ncc(C=O)s2)CC1 | -0.81 | -0.31 | 0.099 | 0.95 | i | 15 | -0.47 | 1552 | 5% | 1.8 | 1005 | i | 0 | 4 | 585 | 4.6 | 1.6 | 5.6 | 0.3%
CN1C(=O)/C(=C\N2CCc3ccccc32)C(=O)NC1=S | -1.1 | 0.46 | -0.3 | 0.35 | i | 6 | 0.93 | 1250 | -12% | 0.2 | 989 | i | 36 | -5 | 655 | 4.0 | 2.7 | 6.0 | -4.0%
CN(C)C1=NP(N(C)C)(N(C)C)=NC(c2ccccc2)=N1 | -0.26 | -0.13 | 0.074 | 0.14 | i | 15 | 0.67 | 1118 | -5% | -2.1 | 1138 | i | 25 | . | . | 3.6 | 1.3 | 9.5 | -1.7%
O=C(O)C1CN2CCC1CC2 (configuration not stated) | -0.35 | -0.23 | 0.054 | 0.62 | i | -3 | 0.1 | 1058 | 14% | -0.4 | 1098 | i | 32 | . | . | 3.2 | 1.5 | 3.3 | 0.4%
COC(=NC1CCCCC1)C(O)c1c[nH]c2ccccc12 (configuration not stated) | 0.48 | -0.2 | 0.4 | 0.026 | i | -7 | -0.16 | 967 | -12% | . | . | i | 25 | 4 | 763 | 2.2 | 1.7 | 6.6 | -0.7%
CC(C)CC1C(C#N)=C(N)Oc2c1c(=O)oc1ccccc21 (configuration not stated) | -0.2 | -0.25 | -0.094 | 0.44 | i | -1 | -0.03 | 993 | 6% | . | . | i | 32 | . | . | 6.1 | 1.4 | 9.3 | -0.3%
COC(=O)c1ccc(-n2c(C)nc3ccccc3c2=O)cc1 | -0.038 | -0.34 | 0.062 | 0.35 | i | -12 | -0.69 | 995 | 8% | -4.3 | 1270 | i | 47 | 10 | 743 | 2.2 | 3.3 | 8.4 | 6.8%
OC(c1ccccc1)(c1ccccc1)c1ccncc1 | -0.12 | -0.28 | 0.085 | 0.63 | i | 16 | 0.21 | 1385 | 7% | 2.0 | 1089 | i | 42 | -8 | 624 | 4.2 | 2.5 | 1.6 | 0.6%
CC(C)[C@]12O[C@H]1[C@@H]1O[C@]13[C@]1(O[C@H]1C[C@H]1C4=C(CC[C@@]13C)C(=O)OC4)[C@@H]2O | . | . | . | . | . | . | 0.29 | 563 | -2%&2% | 30 | 53 | i | 19 | 87* | 341* | . | . | . | 4.6%
COc1cccc(C2(O)CCN(CC(=O)Nc3nc(C)cs3)CC2)c1 | -0.11 | -0.21 | -0.046 | 0.85 | i | -16 | 0.31 | 1481 | -4% | -0.2 | 1406 | i | 38 | -19 | 562 | 2.0 | 1.2 | 5.4 | -1.4%
OC(CNC1CCCCC1)c1ccccc1 (configuration not stated) | -1.2 | -0.25 | -0.42 | -0.28 | i | 5 | -0.62 | 1273 | -2% | 4.2 | 1169 | i | 59 | -2 | 714 | 1.9 | 1.3 | 6.9 | -1.8%
COCc1cc(OC(=O)N(C)C)nc2c1c(C)nn2C | 0.52 | -0.26 | 0.02 | -0.077 | . | . | 0.07 | 1365 | -3% | 1.4 | 1269 | i | 62 | 0 | 669 | . | . | . | .
Cc1cc(/C=C2\C(=O)NC(=O)N(c3ccc(F)cc3)C2=O)c(C)n1-c1cccc(C(=O)O)c1 | 0.26 | -0.3 | 0.37 | 0.33 | i | -4 | -0.21 | 1369 | -5% | 1.5 | 951 | i | 34 | -7 | 696 | 1.7 | 1.3 | 11 | 0.2%
c1ccc(-c2nc(N3CCOCC3)s[n+]2-c2ccccc2)cc1 | 0.23 | 0.39 | -0.048 | -0.012 | i | 7 | 0.19 | 1227 | -1% | -0.7 | 560 | i | 53 | -18 | 684 | 3.9 | 2.7 | 2.8 | -0.6%
N=c1sccn1Cc1ccc(Cl)cc1Cl | -0.61 | -0.33 | -0.79 | 0.89 | i | -7 | -0.02 | 1199 | 3% | 0.7 | 977 | i | 22 | 13 | 639 | 2.1 | 2.9 | 3.3 | -4.0%
CCCCCCN=C(CC)c1c(O)n(CCCC)c(=O)[nH]c1=O | -1.2 | -0.36 | -0.42 | 0.74 | i | -5 | -0.14 | 1283 | -2% | -0.2 | 992 | i | 23 | 26 | 824 | 2.7 | 2.5 | 14 | 0.5%
CC1(C)C2([N+](=O)[O-])CN3CN(C2)CC1([N+](=O)[O-])C3 | -0.81 | -0.32 | -0.45 | 1.5 | i | 5 | 0.44 | 1303 | 1% | 0.1 | 1148 | i | 48 | -11 | 653 | 3.0 | 1.7 | 7.2 | 1.4%
CC(=O)N1N=C(c2cccnc2)OC1c1ccccc1Cl (configuration not stated) | -0.48 | -0.22 | 0.19 | -0.015 | . | . | 0.01 | 973 | -4% | -0.2 | 1373 | i | 31 | 15 | 644 | . | . | . | .
Cn1ccc(NC(=O)CCl)n1 | -0.48 | -0.19 | -0.19 | 0.048 | i | 8 | . | . | -2% | 2.1 | 1061 | i | 46 | 3 | 712 | 5.3 | 2.9 | 5.6 | 0.3%
O=c1[nH]c(=O)n(Cc2ccco2)c(O)c1/C=N/N1CCCCC1 | -0.4 | -0.27 | -0.37 | 0.71 | i | 3 | -0.29 | 1372 | -13% | -1.8 | 1135 | i | 29 | -3 | 673 | 3.0 | 3.3 | 8.4 | 4.4%
N#Cc1cc2c(nc1SCC(=O)Nc1cc(Cl)ccc1Cl)C1CCN2CC1 | 3 | -0.17 | 1.4 | -1.2 | i | 7 | -0.4 | 852 | 2% | -0.1 | 1203 | i | 56 | 33 | 775 | 4.0 | 1.5 | 0.2 | 1.0%
O=[N+]([O-])c1cccc(CN2CCN(Cc3ccc(Cl)cc3)CC2)c1 | 1.3 | -0.29 | 0.38 | -1.6 | i | 1 | -1.2 | 1219 | 4% | 1.7 | 1064 | i | 48 | 29 | 661 | 2.1 | 2.8 | 11 | -0.8%
CN(C)C1=NC(N(C)C)=NP(N(C)C)(N(C)C)=N1 | -1.4 | -0.33 | -0.51 | 0.4 | i | 11 | -0.52 | 1284 | -7% | 0.2 | 1115 | i | 11 | . | . | 4.5 | 2.1 | 2.7 | -0.9%
Cc1cc(C(=O)CS(=O)(=O)c2ccc(F)cc2)cc(C)c1OC(=O)N(C)C | 1.3 | 0.12 | 1.1 | -1.1 | i | -1 | 1.2 | 1138 | 2% | -3.4 | 1098 | i | 56 | 6 | 737 | 2.4 | 1.6 | 3.8 | -0.3%
CCOc1ccc(-n2c(O)c(N=Nc3ccc([N+](=O)[O-])cc3)c(=O)[nH]c2=O)cc1 | -0.22 | -0.25 | 0.22 | 0.29 | i | 14 | -0.2 | 1699 | -8% | -4.6 | 1125 | i | 36 | 4 | 598 | 2.6 | 1.7 | 4.5 | 1.1%
COc1ccccc1OCCCn1cc(C(=O)C2CC2)c2ccccc21 | -0.44 | -0.39 | 0.0046 | 1 | i | 11 | 0.28 | 1458 | -1% | -0.3 | 979 | i | 59 | -24 | 641 | 4.5 | 2.2 | 2.6 | 9.1%
COc1ccc(OC)c(C(c2c(O)c3ccccc3oc2=O)c2c(C)n(C)n(-c3ccccc3)c2=O)c1 (configuration not stated) | -0.73 | -0.23 | -0.32 | 0.68 | i | 13 | . | . | -3% | -0.6 | 1078 | i | 33 | 5 | 751 | 2.0 | 1.4 | 7.3 | 0.1%
COc1ccc(OC(=O)N(C)C)c(CN(C)C)c1 | 0.026 | -0.31 | 0.14 | 0.59 | i | -1 | -0.5 | 823 | -9% | -1.6 | 1104 | i | 52 | 10 | 793 | 0.6 | 1.3 | 5.7 | 1.6%

Record cards (already shown). Values in the order: Dynein transport	Dynein transport cytoplasmic EGFP	Dynein transport nuclear GR-EGFP	Dynein transport cell count	Autophagy HCS	Autophagy HCS cell loss 18 h	Insulin prom up	Insulin prom up cell count	Salmonella PhoP GFP	b-catenin transl	b-catenin transl cell count 5 µM	T cell HTS	T cell HTS vesicle-bound %	Lipid droplet	Lipid droplet cells 6.5 µM	MT stabilize HCS	MT stabilize HCS Hoechst-high %	MT stabilize HCS cytotoxicity %	ER stress rescue
COc1ccccc1OCCCn1cc(C(=O)C2CC2)c2ccccc21 in the list: -0.44	-0.39	0.0046	1	i	11	0.28	1458	-1%	-0.3	979	i	59	-24	641	4.5	2.2	2.6	9.1%
N#Cc1cc2c(nc1SCC(=O)Nc1cc(Cl)ccc1Cl)C1CCN2CC1 in the list: 3	-0.17	1.4	-1.2	i	7	-0.4	852	2%	-0.1	1203	i	56	33	775	4.0	1.5	0.2	1.0%
